High-throughput results deposited in PubChem by several laboratories.
NOD1 inhibition: NOD1 signaling inhibitors, primary screen, cell-based, luminescence, uHTS (AID 1578); NOD1-driven NF-kB luciferase reporter cells, luminescence; higher % means a stronger effect; one-dose inhibition, % at 4 µM; EC50 in µM for titrated hits; 290,000 compounds, 1% hits; in the data active = inhibition mostly above about 36%, no sharp cut-off; inactive = mostly below about 34%;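 also: HEK-293T reporter cells stimulated with the NOD1 agonist gamma-tri-DAP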
GPR55 antagonists: GPR55 antagonists blocking LPI-driven arrestin recruitment, primary screen, imaging, U2OS, beta-arrestin-GFP, LPI agonist (AID 2013); G-protein coupled receptor 55 (Homo sapiens); U2OS GPR55 beta-arrestin-GFP translocation imaging, LPI antagonism; higher % means a stronger effect; inhibition, % at 10 µM, or IC50 in µM where a hit was titrated; 290,000 compounds, 0.13% hits;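 active = spots per cell inhibited over 60%, with over 100 cells counted and total cytoplasm intensity under 500,000; inconclusive = wells with under 100 cells, flagged as likely toxic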;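 also: U2OS cells stably carrying GPR55 and arrestin-GFP stimulated by 5 µM LPI near EC80; imaged beta-arrestin-GFP aggregate spots per cell after agonist stimulation; plate controls were LPI-stimulated DMSO wells for no effect and DMSO wells without LPI for full effect; some results filed as inactive read as strong as hits; confirmed hits need IC50 under 10 µM and bright autofluorescent wells are also inconclusive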
KOR beta-arrestin-1: KOR antagonists, beta-arrestin recruitment, cell-based, luminescence, uHTS (AID 1778). Kappa-type opioid receptor (Homo sapiens). KOR beta-arrestin recruitment, luminescence, antagonist mode; higher % means a stronger effect. one-dose inhibition, % at 10 µM; IC50 in µM for titrated hits. 290,000 compounds, 0.091% hits; also: strong numbers were not always called active
Myeloid diff 2: induction of myeloid progenitor differentiation, primary screen, cell-based, flow cytometry, MLPCN library. ER-HoxA9 myeloid progenitors, lysozyme-GFP differentiation. calls only at 10 µM. 360,000 compounds, 1% hits. AID 624256, 2012;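 active = normalized GFP-positive differentiation at or above the plate's own cutoff, the solvent-only control mean plus 3 SD; inconclusive = no clear call, values can overlap the other calls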;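 also: cells exposed to compound for four days before flow analysis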
GPR55 activation: GPR55 agonists via beta-arrestin recruitment, primary screen, imaging, U2OS cells, beta-arrestin-GFP redistribution (AID 1961); G-protein coupled receptor 55 (Homo sapiens); U2OS GPR55 beta-arrestin-GFP redistribution imaging; higher % means a stronger effect; activation, % at 10 µM; hits with a dose series show EC50 in µM; 290,000 compounds, 0.048% hits;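 active = activation above 40% with more than 50 cells counted in the well; inconclusive = wells holding fewer than 50 cells, flagged as toxic or sparse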;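 also: U2OS osteosarcoma cells stably expressing GPR55 and beta-arrestin-GFP; plate controls were DMSO negative control for no effect and LPI positive control for full effect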
KOR beta-arrestin-2: KOR agonists, beta-arrestin recruitment, primary screen, cell-based, luminescence, uHTS (AID 1777); activation, % at 10 µM, or EC50 in µM where a hit was titrated; KOR beta-arrestin recruitment, luminescence; higher % means a stronger effect; 280,000 compounds, 0.02% hits; in the data active = activation above about 50%, passing the limit was not always enough; also: a part of the inactive calls stands beside numbers as strong as those of hits
T cell HTS: modulators of CD8 T cell-vesicle binding, primary screen, mouse 2C CD8+ T cells, flow cytometry | 2C CD8+ T cell-vesicle binding; hits give low values | calls only at 7 µM | 330,000 compounds, 0.068% hits;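 active = response, share of CD8 T cells binding vesicles, and their 90th percentile fluorescence all below set limits, cut at about 80% in these data, passing the limit was not always enough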
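Benchmarks: naked versus QL9-loaded vesicles / Assay system: purified 2C TCR transgenic mouse naive CD8+ T cells / Technique: high-throughput flow cytometry with anti-B7-1 and anti-CD8 staining / Timing: Cell–vesicle co-incubation 1.5 h at 37 °C, staining 20 min on ice / Read-out: percent CD8+ FL2 mean versus row control / Probe or stimulus: QL9-loaded Drosophila micro-vesicles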
NOD2 inhibition: NOD2 signaling inhibitors, cell-based, luminescence, uHTS, HEK293 (AID 1566); inhibition, % at 4 µM, or EC50 in µM where a hit was titrated; HEK293 NOD2/NF-kB luciferase reporter, luminescence; higher % means a stronger effect; 290,000 compounds, 0.63% hits; also: many of its hits are not listed in these tables
NTR1 agonist: agonists of NTR1, primary screen, imaging, U2OS cells, beta-arrestin-GFP, high content (AID 493036); 330,000 compounds, 0.17% hits; activation, % at 20 µM; NTR1-U2OS beta-arrestin-GFP spot imaging, agonist mode;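 active = activation at or above 40% of the spot to cytoplasm intensity ratio, with at least 20 cells analyzed; inconclusive = wells under 20 cells, flagged as cytotoxic or low count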;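 also: 0% = DMSO without peptide and 100% = 100 nM NTR1 peptide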
Target sequence (P30989 whole entry, looked up): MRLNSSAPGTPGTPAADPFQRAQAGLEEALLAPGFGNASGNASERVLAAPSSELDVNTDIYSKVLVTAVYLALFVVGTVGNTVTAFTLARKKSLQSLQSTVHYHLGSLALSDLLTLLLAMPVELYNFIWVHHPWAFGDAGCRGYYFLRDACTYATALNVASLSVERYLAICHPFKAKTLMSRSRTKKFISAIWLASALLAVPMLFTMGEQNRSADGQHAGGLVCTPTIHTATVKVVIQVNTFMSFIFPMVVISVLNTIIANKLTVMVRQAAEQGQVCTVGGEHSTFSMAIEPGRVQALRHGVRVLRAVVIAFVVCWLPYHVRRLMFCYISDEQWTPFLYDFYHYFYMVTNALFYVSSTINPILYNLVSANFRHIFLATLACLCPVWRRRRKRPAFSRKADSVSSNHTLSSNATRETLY
T cell HTS vesicle-bound %: also measured in T cell HTS; calls as there; double positive events, %; measured here: CD8+ vesicle-bound cell fraction;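 binding gate set so that unloaded-vesicle control wells show 10% double positive cells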
NTR1 agonist cell count 20 µM: second read-out of NTR1 agonist, no call of its own (marks repeat the call); cell count; measured here: cell count, cytotoxicity flag
Myeloid diff 2 GFP+ MAC1+ %: second read-out of Myeloid diff 2, no call of its own (marks repeat the call); GFP+ MAC1+ double positive, %; measured here: differentiation confirmed by MAC1 staining
Active calls of the source: *; i = inactive; ? = inconclusive; nt = not tested or not shown; [ ] = another dose, or the depositor's remark. Rule as the data show it, unless noted: active = inhibition above about 50%; inactive = the rest. This is a subset; count on the stated rates, not on these rows.

SMILES	NOD1 inhibition	GPR55 antagonists	KOR beta-arrestin-1	Myeloid diff 2	Myeloid diff 2 GFP+ MAC1+ %	GPR55 activation	KOR beta-arrestin-2	T cell HTS	T cell HTS vesicle-bound %	NOD2 inhibition	NTR1 agonist	NTR1 agonist cell count 20 µM
O=C(Cn1cnc2ccccc2c1=O)N1CCN(Cc2ccccc2)CC1	-8%	12%	33%	i	1.4	-0.1%	-5.0%	i	28	-5%	-2.4	90
CC(=O)Nc1ccc(N(C(=O)c2ccco2)C(C(=O)NC2CCCC2)c2cccs2)cc1 (configuration not stated)	-13%	1%	16%	i	0.4	0.9%	-4.1%	i	56	8%	2.3	57
CC(C)CCNC(=O)c1csc2c1CCCCC2	-13%	15%	-15%	?	nt	0.1%	-2.3%	i	61	-12%	-1.5	79
CCOc1ccc(-n2c(=S)sc3c(=O)[nH]c(SCC(=O)NCC4CCCO4)nc32)cc1 (configuration not stated)	-3%	3%	13%	i	0.5	0.5%	1.2%	i	48	9%	2.5	74
O=C(NC1CCN(S(=O)(=O)c2ccc(F)cc2)CC1)c1cccc(F)c1	-13%	-1%	-8%	i	0.3	0.8%	1.0%	i	32	-2%	-0.7	53
C=CCn1c(=O)c2c(nc3n2CC(C)CN3CCc2ccccc2)n(C)c1=O (configuration not stated)	-11%	1%	3%	i	1.0	-0.1%	-5.7%	i	35	5%	4.2	53
Cc1cc(C)cc(NC(=O)CSc2nc3ccccc3nc2N2CCCCC2)c1	-46%	10%	-20%[20 µM]	i	2.7	0.0%	-5.8%	i	6	-7%	0.2	56
CCC(=O)Nc1cc(-c2nn(CC(=O)N3CCCCC3)c(=O)c3ccccc23)ccc1N1CCOCC1	-15%	10%	11%	i	0.6	-0.1%	-3.3%	i	36	12%	-1.1	71
Cc1ccc(N=Cc2nc(-c3ccc(C)cc3)oc2O)cc1	22%	10%	-17%	i	0.4	-0.3%	-2.0%	nt	nt	19%	nt	nt
O=C(c1ccc(F)cc1)N1CCN(C2=NS(=O)(=O)c3ccccc32)CC1	-42%	9%	-6%	i	8.1	0.7%	-1.7%	i	25	-3%	-0.5	34
Cc1noc(C)c1S(=O)(=O)N(CC(=O)O)c1ccc2c(c1)OCO2	-4%	20%	7%	i	0.3	-0.4%	0.6%	i	55	4%	0.0	71
CC(C)(C)NC(=O)c1ccccc1-c1nc(-c2ccccc2Cl)no1	-51%	3%	0%	i	1.0	-0.3%	0.8%	i	19	-2%	2.4	70
COCCNC(=O)c1ccccc1N(Cc1ccccc1)S(=O)(=O)c1ccc(C)cc1	-29%	10%	5%[20 µM]	i	0.1	-0.1%	nt	i	16	12%	0.2	48
CCCCOP(=O)(c1ccc(N(C)C)cc1)C(O)c1ccc(C(C)C)cc1 (configuration not stated)	5%	3%	27%	i	0.8	-0.1%	-3.1%	i	56	1%	0.8	90
Cc1cc(NC(=O)CCN2CCC(C)CC2)ccc1Br	27%	8%	4%	i	1.1	-0.2%	-2.4%	i	42	-12%	-1.1	70
O=C(N/N=C/c1cccs1)c1cncc(Br)c1	-9%	2%	-4%	i	0.9	-0.3%	-3.9%	i	50	19%	-0.6	75
NS(=O)(=O)c1ccc(Nc2ccc3cc(S(=O)(=O)N4CCCCC4)ccc3n2)cc1	-18%	-7%	3%	i	1.4	-0.1%	-0.4%	i	51	15%	0.6	68
Cc1ccc(Oc2ncccc2NC(=O)CC2(CC(=O)O)CCCC2)c2c1CCC2	9%	-1%	-15%	i	0.2	-0.2%	5.0%	i	10	6%	1.6	59
Cc1cc(C)c[n+](CC(=O)c2ccc(C)c([N+](=O)[O-])c2)c1	-30%	8%	-41%[20 µM]	i	0.9	0.9%	0.7%	i	58	-1%	0.4	60
COc1ccc(OC)c(-n2nnnc2SCC(=O)N2CCN(C(=O)c3ccco3)CC2)c1	-16%	9%	11%[20 µM]	i	1.4	-0.1%	nt	i	27	20%	-1.6	87
O=C(NCCc1c[nH]c2ccccc12)C(=O)NCC1OCCCN1S(=O)(=O)c1ccccc1 (configuration not stated)	22%	-11%	-4%	i	1.3	-0.4%	7.4%	i	42	14%	4.4	46
CCOC(=O)c1sc(N/N=C/c2cccc(C)c2)nc1C	-20%	22%	-14%	i	0.5	-0.1%	-1.9%	i	26	-44%	18	62
COC(=O)C(NC(=O)c1ccco1)(Nc1cc(C)ccn1)C(F)(F)F (configuration not stated)	-4%	4%	5%	i	0.9	0.7%	-4.0%	i	6	20%	3.0	76
Cc1ccc(OCc2nc(-c3ccccc3)no2)c(C)c1	-84%	7%	16%	i	0.9	0.0%	-2.1%	i	47	-99%	4.6	50
Clc1ccc(Oc2ncnc3oc(-c4ccccc4)cc23)cc1	nt	4%	-50%	i	0.6	-0.1%	4.9%	i	17	-12%	0.0	48

(continued)
SMILES	NOD1 inhibition	GPR55 antagonists	KOR beta-arrestin-1	Myeloid diff 2	Myeloid diff 2 GFP+ MAC1+ %	GPR55 activation	KOR beta-arrestin-2	T cell HTS	T cell HTS vesicle-bound %	NOD2 inhibition	NTR1 agonist	NTR1 agonist cell count 20 µM
CC(C)CC(=O)Nc1ccc(OCC(=O)O)cc1	-22%	-3%	-17%	i	1.7	-0.6%	nt	i	45	10%	5.8	65
Cc1ccc(S(=O)(=O)N(C)CC(=O)NC2CC(C)(C)NC(C)(C)C2)cc1	nt	-4%	-1%	i	0.6	0.1%	-0.9%	i	36	12%	0.3	94
CCOc1cc(/C=N/NC(=O)c2cccs2)ccc1OC(=O)N1CCOCC1	-11%	-8%	1%	i	0.0	-0.3%	14%	i	45	2%	-0.9	90
O=C(Cc1ccc([N+](=O)[O-])cc1)N1CCN(c2ccc([N+](=O)[O-])cc2)CC1	37%	-2%	-44%[20 µM]	i	1.0	-0.4%	-3.3%	i	60	17%	-0.1	70
O=C(CSc1ncc(-c2ccc(F)cc2)[nH]1)Nc1cccc(O)c1	-15%	2%	-1%	i	7.0	-0.1%	1.6%	i	40	-6%	0.4	53
CCCN1CCN(CCCNC(=S)Nc2ccc(OC)cc2)CC1	-17%	6%	22%	i	0.5	0.4%	-0.1%	i	38	-4%	1.4	44
CCOc1ccc(C2C(C(=O)O)CCC(=O)N2C2CCCCC2)cc1 (configuration not stated)	-14%	-1%	4%	i	0.4	0.0%	-0.8%	i	60	13%	0.3	31
O=C(Cn1c(-c2ccccc2)noc1=O)Nc1ccc(S(=O)(=O)N2CCOCC2)cc1	-12%	4%	-16%	i	7.3	-0.3%	6.3%	nt	nt	14%	0.6	52
COCCNC(=O)c1noc2c1CCc1cc(OC)ccc1-2	-11%	7%	3%	i	3.8	0.0%	-5.0%	i	23	-79%	-0.1	55
COC(CNC(=O)C(=O)Nc1cc2c3c(c1)CC(=O)N3CCC2)OC	-23%	5%	-11%	i	0.7	-0.3%	1.0%	i	20	-12%	0.0	54
CCN(CC)c1nc(Oc2ccc(C(=O)OC)cc2)nc(N2CCOCC2)n1	-34%	-5%	-12%[20 µM]	i	0.1	-0.1%	1.4%	i	36	7%	7.4	74
CCN(c1ccccc1)S(=O)(=O)c1cc(CN2C(=O)c3cccnc3C2=O)ccc1OC	-28%	14%	-8%	i	0.0	-0.2%	2.6%	i	44	5%	0.2	57
O=C(O)C1CCCCC1C(=O)Nc1ccc(-c2ccccc2)cc1 (configuration not stated)	-28%	-1%	-44%[20 µM]	i	0.3	0.2%	0.8%	i	51	-30%	2.7	52
NS(=O)(=O)c1ccc(CNC(=S)Nc2ccc(Cl)c(Cl)c2)cc1	-4%	-3%	5%	i	0.1	-0.6%	-1.8%	i	54	-4%	2.7	54
CC1(C)Cc2c(cnn2-c2ccc(F)cc2)C(NC(=O)C2CCC2)C1 (configuration not stated)	0%	24%	45%	i	1.1	-0.1%	-9.4%	i	69	-2%	-0.3	69
CCCCSc1nc2sc3c(c2c(=O)[nH]1)CCC3	9%	-8%	-36%	i	0.6	-0.3%	-1.8%	i	38	10%	7.5	63
COCCCN1C(=O)C2C(C(=O)Nc3cccc(Cl)c3)C3C=CC2(O3)C1C(=O)NC1CCCCC1 (configuration not stated)	-30%	-7%	-26%	i	0.7	-0.1%	2.9%	i	17	16%	-0.9	43
CC(=O)c1cc2c(cc1NC(=O)c1ccc(C)cc1)OCO2	-5%	3%	-1%	nt	nt	-0.3%	2.3%	i	12	14%	3.0	74
Cc1ccc(/C=N/n2c(C)nc3ccccc3c2=O)s1	-39%	-12%	16%	nt	nt	-0.7%	-1.0%	i	40	-8%	-2.0	35
O=c1nc2ccc(Cl)cn2c2ccc(S(=O)(=O)N3CCOCC3)cc12	0%	-6%	-46%	i	2.5	0.7%	2.9%	i	16	1%	-0.4	45
Brc1ccc(-c2nnc3n2CCCCC3)cc1	6%	8%	38%	i	0.8	-0.1%	0.1%	i	23	-29%	0.4	63
O=C(NCCCn1ccnc1)c1cc(-c2ccc3c(c2)OCO3)on1	-46%	-4%	-4%	i	1.1	-0.1%	-1.3%	i	17	-46%	-1.4	43
COc1ccc(/C=C/C(=O)c2cc(Cl)cc(Cl)c2O)c(OC)c1	-12%	-9%	-7%	i	0.3	0.2%	2.3%	i	29	-50%	7.4	44
COc1ccc(C(=O)CN2CCN(c3ccc(Cl)cc3)CC2)cc1OC	-4%	16%	1%	i	0.7	-0.2%	-3.3%	i	14	7%	0.2	56
O=C(Cc1ccccc1)Nc1cc(Cl)ccc1Sc1ccccc1	-3%	9%	15%	i	0.4	-0.1%	3.9%	i	37	-15%	8.2	38
O=C1NC(Cc2c[nH]c3ccccc23)C(=O)N1Cc1ccc(CN2C(=O)NC(Cc3c[nH]c4ccccc34)C2=O)cc1 (configuration not stated)	-3%	-4%	-6%[20 µM]	i	0.1	-0.1%	-2.9%	i	38	14%	6.1	61
